Screening results deposited in PubChem by several laboratories.
GSTO1 counter – blocks human GSTO1 in RBBP9 counter-screen. P78417. recombinant GSTO1, activity-based probe fluorescence polarization. inhibition, % at 5.96 µM. 300,000 tested, 1.1% active;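 active means inhibition above the campaign mean inhibition plus 3 SD, cut at about 35% in these data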;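 further: 0% = GSTO1-1 with DMSO and 100% = wells lacking GSTO1-1 enzyme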
Bcl-xL primary – inhibitors of human Bcl-xL | GST-Bcl-xL / FITC-Bim BH3 peptide fluorescence polarization | inhibition, % at 10.9 µM | 320,000 tested, 0.7% active | AID 2129;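 active means inhibition above the mean of all tested compounds plus 3 SD, cutoff set per campaign, cut at about 30% in these data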;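 further: 0% = DMSO wells and 100% = unlabeled Bim-BH3 peptide competitor; inhibitors lower millipolarization by displacing the labeled peptide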
Target sequence (Q07817 whole entry, looked up): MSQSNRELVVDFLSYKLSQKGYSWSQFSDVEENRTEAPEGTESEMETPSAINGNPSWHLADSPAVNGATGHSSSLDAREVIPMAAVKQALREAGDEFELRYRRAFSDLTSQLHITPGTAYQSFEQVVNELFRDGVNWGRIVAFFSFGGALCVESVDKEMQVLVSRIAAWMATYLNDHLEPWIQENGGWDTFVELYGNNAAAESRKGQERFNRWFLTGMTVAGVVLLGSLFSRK
Fam108B counter – Fam108B inhibition, counter-screen for RBBP9 inhibitors; recombinant Fam108B, FP-Rh probe fluorescence polarization; inhibition, % at 9.51 µM; 300,000 tested, 0.33% active;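 active means inhibition above the screen mean inhibition plus 3 SD, computed separately per campaign, cut at about 18% in these data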;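 further: inhibitors lower polarization as less probe binds the enzyme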
MCL1 BIM primary – disrupts human MCL1 binding to BIM-BH3 peptide. AID 2057. Q07820. inhibition, % at 10.9 µM. 320,000 tested, 0.68% active. GST-MCL1 / FITC-Bim-BH3 fluorescence polarization;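 active means inhibition above the mean inhibition of all tested compounds plus 3 SD, set per campaign, cut at about 40% in these data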;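 further: 0% = DMSO wells and 100% = unlabeled Bim-BH3 peptide control; higher means more loss of mP so more displacement of Bim peptide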
Target sequence (Q07820 whole entry, looked up): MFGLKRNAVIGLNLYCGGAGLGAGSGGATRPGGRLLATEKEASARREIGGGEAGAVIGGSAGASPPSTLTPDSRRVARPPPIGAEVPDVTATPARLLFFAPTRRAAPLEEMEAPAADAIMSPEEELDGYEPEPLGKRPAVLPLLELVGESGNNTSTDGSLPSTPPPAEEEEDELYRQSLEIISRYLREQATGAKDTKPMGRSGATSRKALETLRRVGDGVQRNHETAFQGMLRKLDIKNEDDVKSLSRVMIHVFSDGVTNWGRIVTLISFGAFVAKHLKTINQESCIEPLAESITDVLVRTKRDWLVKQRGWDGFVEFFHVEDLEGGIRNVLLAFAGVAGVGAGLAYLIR
PME-1 primary – blocks human protein phosphatase methylesterase 1 | recombinant PME-1, FP-Rh probe fluorescence polarization | 320,000 tested, 0.53% active | inhibition, % at 5.9 µM;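 active means inhibition above the campaign mean of all compounds plus 3 SD, cut at about 26% in these data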;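 further: competitive labeling of PME-1 active site by serine hydrolase directed probe; 0% = PME-1 with DMSO and 100% = wells lacking PME-1 enzyme; inhibitors block probe labeling so polarization falls and inhibition rises; many of its hits are not listed in these tables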
Target sequence (Q9Y570 whole entry, looked up): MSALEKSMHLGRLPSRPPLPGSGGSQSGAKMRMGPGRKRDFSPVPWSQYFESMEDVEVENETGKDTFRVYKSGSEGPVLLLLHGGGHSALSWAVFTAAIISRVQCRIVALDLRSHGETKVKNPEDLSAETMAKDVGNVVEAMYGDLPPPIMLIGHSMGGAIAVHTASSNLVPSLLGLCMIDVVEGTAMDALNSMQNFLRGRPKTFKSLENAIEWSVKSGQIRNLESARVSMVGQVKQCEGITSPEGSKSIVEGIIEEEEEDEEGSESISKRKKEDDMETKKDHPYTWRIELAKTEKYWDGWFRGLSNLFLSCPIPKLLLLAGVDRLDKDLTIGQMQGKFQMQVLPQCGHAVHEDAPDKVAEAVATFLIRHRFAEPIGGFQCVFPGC
TPT1 inhibitor – C. albicans TPT1 enzyme inhibition. recombinant caTPT1, FP RNA substrate dephosphorylation. inhibition, % at 5 µM. 300,000 tested, 0.81% active. AID 1962;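 active means inhibition above the mean of all tested compounds plus 3 SD, set per screening campaign, cut at about 24% in these data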;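 further: plate controls were DMSO alone for no effect and ferristatin control at 100 nM for full effect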
PAD4 inh – blocks human protein arginine deiminase 4; recombinant PAD4, RCA probe fluorescence polarization; inhibition, % at 6.36 µM; AID 485272; 330,000 tested, 0.41% active;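 active means percent inhibition above a cutoff equal to the mean of all tested compounds plus 3 SD, cut at about 15% in these data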;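 further: 0% = PAD4 with RCA probe and DMSO and 100% = probe without PAD4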
MEX-5 binding – C. elegans MEX-5 TCR-2 RNA binding activity; MEX-5/FITC-TCR2 RNA binding, fluorescence polarization; hits give low values; 300,000 tested, 0.38% active; activity score (negative = inhibition of binding), % at 10 µM; Q9XUB2;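 active means inhibition past about -25% in most replicates, and total fluorescence under double the plate's negative control median, limit read from the data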;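 further: 0% = DMSO and -100% = 5 µM competing unlabeled TCR2 RNA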
GLD-1 RNA inh – GLD-1-TGE RNA interaction inhibition (C. elegans); Q17339; purified GLD-1 + fluorescein TGE RNA, fluorescence polarization; inhibition, % at 5.96 µM; 320,000 tested, 0.44% active; AID 2280;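 active means percent inhibition above a per-plate cutoff, the plate mean of test compounds plus 3 SD, cut at about 30% in these data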;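 further: 0% = DMSO wells with GLD-1 and probe and 100% = wells lacking GLD-1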
The depositor's hits bear a star; / = no result given. These rows are one share of the data, so the mix of outcomes need not match the whole.

SMILES	GSTO1 counter	Bcl-xL primary	Fam108B counter	MCL1 BIM primary	PME-1 primary	TPT1 inhibitor	PAD4 inh	MEX-5 binding	GLD-1 RNA inh
C=CCn1c(O)c(N=NC(=O)CNC(=O)/C=C/c2ccc(OC)cc2)c2ccccc21	-15.0	5.7	-11.2	5.0	-22.4	-4.1	-2.2	-5.7	-3.5
CCOc1ccc(NC(=O)CCC(=O)N/N=C/c2ccc3c(c2)OCO3)cc1	-2.4	1.0	0.8	12.2	8.2	-0.9	3.3	2.2	-0.1
Cc1cc(=O)oc2cc(OCC3CC(c4ccc(Br)cc4)=NO3)ccc12 (stereo not drawn)	5.5	0.3	-4.3	5.0	4.3	-3.1	-0.7	0.6	9.9
CC1CCC(=NNc2ccc(C(F)(F)F)cc2[N+](=O)[O-])CC1 (stereo not drawn)	2.4	2.4	-1.1	6.6	-0.4	-0.7	6.2	-0.4	0.8
CCC(Oc1ccc(C)cc1)C(=O)Nc1ccc(S(=O)(=O)Nc2cc(C)on2)cc1 (stereo not drawn)	0.2	0.0	1.6	6.2	6.3	0.7	7.3	1.3	-5.7
C=CCn1c(C)c(C(C)=O)cc(NC(=O)c2ccccc2)c1=O	-2.5	2.2	3.6	-5.4	-1.5	-5.7	2.3	-1.3	3.5
O=C1c2ccccc2NC(c2cnc3ccccc3n2)N1O (stereo not drawn)	4.0	2.7	-2.2	0.7	-2.2	4.0	-2.7	-5.1	-1.0
Cc1ccc(N(C(C)C(=O)NCc2ccncc2)S(C)(=O)=O)cc1C (stereo not drawn)	5.1	8.0	0.9	0.5	6.7	0.8	-4.1	1.4	-3.5
CC(=O)N1CCc2cc(S(=O)(=O)N3CCCCC3C)ccc21 (stereo not drawn)	5.5	5.7	0.6	6.9	-1.5	-0.7	0.7	/	-0.8
O=C1CCC(C(=O)N2CCC(CCO)CC2)CN1Cc1ccc(Cl)cc1 (stereo not drawn)	-0.9	3.5	-0.9	3.2	7.5	-0.1	1.6	-0.3	-1.7
COc1ccccc1C1(CCNS(=O)(=O)c2ccc(C)cc2)CCOC(C(C)C)C1 (stereo not drawn)	-9.6	6.2	-2.3	-0.8	1.2	-0.5	-0.7	0.5	7.9
CCN(CC)CCNC(=O)Cn1nc(Cc2cccnc2)c2ccccc2c1=O	-1.4	0.7	1.8	-8.1	-0.3	-2.0	0.1	0.5	2.6
O=C(c1ccccc1)c1c[nH]c(C(=O)NCCCn2ccnc2)c1	6.6	6.5	0.5	10.3	0.5	-2.7	-6.8	-0.5	-0.2
O=C(COC(=O)Cc1ccc(F)cc1)NC(=O)NC1CCCC1	/	3.8	/	4.7	-2.0	/	1.2	/	6.4
Cc1cc(OC(=O)c2ccccc2Cl)ccc1N1C(=O)CCC1=O	8.5	8.1	-5.4	2.7	0.0	-2.4	-3.6	-0.2	0.5
Cc1ccnc(NC(=S)NC(=O)c2cccs2)c1	-0.7	5.0	-5.0	5.9	4.2	1.3	5.0	-1.6	6.3
CCN(Cc1ccccc1)C(=O)C1CCN(C(=O)Nc2ccccc2)CC1	2.8	2.2	1.6	-1.0	5.1	3.4	2.2	-5.3	0.9
Cc1cccc(NC(=O)Nc2ccncc2)c1	-5.8	0.7	3.3	-1.1	-8.1	1.4	-5.8	-6.2	-0.1
O=C(Nc1ccccc1C(=O)NC1CCCCC1)c1ccco1	-4.8	7.0	5.3	5.0	-4.2	-0.8	-9.5	1.0	3.7
CC(=O)Nc1cccc2c1C(=O)N(c1ccccc1OC(C)=O)C2=O	0.0	2.2	-1.1	-0.2	7.8	2.8	1.4	-3.2	3.6
O=C(c1ccc2c(c1)OCCO2)N1CCN(c2ncc(C(F)(F)F)cc2Cl)CC1	2.6	1.7	4.8	9.7	-0.6	-3.2	-0.7	-1.9	6.5
O=C(O)c1cc([N+](=O)[O-])c(Sc2nc3ccccc3[nH]2)c([N+](=O)[O-])c1	0.3	-3.0	2.1	-3.3	3.6	0.7	-1.4	-2.2	2.5
COc1ccc(-c2nc3c4ccccc4ccn3c2C=O)cc1	0.7	2.2	3.4	5.2	-0.9	2.9	-0.4	1.8	4.0
Cc1ccc(C(=O)OC2CCS(=O)(=O)c3sccc32)cc1 (stereo not drawn)	-1.8	0.5	-4.5	4.1	5.1	-9.1	-2.8	6.2	4.6
COc1ccc(OC)c(C2C(C(=O)Nc3ccc(F)cc3)=C(C)Nc3nc(CCCO)nn32)c1 (stereo not drawn)	5.7	5.7	1.3	3.6	0.9	-2.4	2.6	/	4.2

3 compounds out of the list above, arranged by the value under PAD4 inh, lowest first:
mol | PAD4 inh
Cc1cc(OC(=O)c2ccccc2Cl)ccc1N1C(=O)CCC1=O | -3.6
Cc1cc(=O)oc2cc(OCC3CC(c4ccc(Br)cc4)=NO3)ccc12 (stereo not drawn) | -0.7
O=C(COC(=O)Cc1ccc(F)cc1)NC(=O)NC1CCCC1 | 1.2

Remaining list, next part.
SMILES	GSTO1 counter	Bcl-xL primary	Fam108B counter	MCL1 BIM primary	PME-1 primary	TPT1 inhibitor	PAD4 inh	MEX-5 binding	GLD-1 RNA inh
COc1ccccc1/C=C1\SC(=S)N(CCC(=O)NCCCn2ccnc2)C1=O	9.8	2.5	3.7	3.2	7.8	-2.0	6.2	1.5	-2.9
COc1cc2ccc(=O)oc2cc1OCC(O)C(C)(C)O (stereo not drawn)	5.8	1.5	1.6	8.7	0.3	1.0	-0.4	-2.1	8.9
O=S(=O)(c1ccc(F)cc1)N1CCC(n2cnc3ccccc32)CC1	0.3	5.6	-1.2	4.7	4.1	0.4	-4.7	0.6	4.7
COc1ccccc1CN1CCC(CNS(=O)(=O)c2cc(-c3cc(C)no3)ccc2C)CC1	0.1	2.8	-1.2	-1.5	-5.8	-3.0	-2.6	0.8	-2.7
CC(C)CN(C(=O)c1cccc(F)c1)c1c(N)n(CC(C)C)c(=O)[nH]c1=O	-2.8	3.8	1.9	1.3	-2.3	0.7	-4.8	-0.7	2.7
NC(=O)CC(NC(=O)Cc1ccc(Cl)cc1)c1ccc(NCC2CC2)c([N+](=O)[O-])c1 (stereo not drawn)	22.0	-2.6	-4.7	4.6	-1.2	-2.8	-5.5	0.4	3.6
CCCN1CCN(C(=S)Nc2ccccc2C(F)(F)F)CC1	5.6	2.3	-0.8	3.2	-2.1	1.4	-0.9	-1.0	2.0
Cc1ccc(SCC(=O)NCCC2=CCCCC2)cc1	3.3	2.4	-4.0	-0.2	0.0	0.8	-0.5	1.2	3.4
Cc1cc(N2CCN(C)CC2)ccc1NC(=O)c1c2c(nc3ccccc13)CCN(Cc1ccccc1)C2	7.2	-8.0	6.7	-0.4	1.8	0.0	-2.5	1.5	-1.3
CCOC(=O)C1=C(C)NC(=S)NC1c1cccs1 (stereo not drawn)	2.9	5.8	2.7	14.0	-5.0	1.4	-3.0	-2.9	6.5
COCCn1cnnc1SCC(=O)c1ccc(S(=O)(=O)N2CCCC2)cc1	60.8*	-1.9	-1.5	-0.5	0.2	1.5	-6.6	3.6	-6.8
Cc1nn(Cc2ccccc2)c2c1C(c1ccco1)C(C#N)=C(N)O2 (stereo not drawn)	9.6	13.0	-6.6	12.8	-0.9	-2.9	-0.1	1.9	8.0
On1nnc2cc(C(F)(F)F)ccc21	15.8	0.6	1.4	-0.9	-2.3	-4.0	0.5	-3.7	-9.3
CN(CC(=O)Nc1ccccc1Br)Cc1nc2ccccc2c(=O)[nH]1	-4.1	-2.2	0.3	-2.6	8.1	2.7	-8.2	4.3	-0.5
COc1ccc(O)c(/C=N/NC(=S)NCCc2ccccc2)c1	3.6	0.4	12.4	1.8	12.4	-2.1	-1.3	-0.5	6.2
CCOC(=O)C1=CC[C@@H](c2cc3ccc(OC)cc3n2C)N(S(=O)(=O)c2ccc(C)cc2)[C@H]1C(=O)OCC	/	-1.3	/	-8.1	-1.0	/	-1.5	/	3.4
COc1ccc(NC(=O)CN2CCc3ccccc3C2)c([N+](=O)[O-])c1	7.6	4.8	1.1	11.4	0.5	-1.5	2.1	4.3	10.8
O=C1CN(C(=O)c2ccc(Br)o2)C(c2ccc(F)cc2)c2cc(Cl)ccc2N1 (stereo not drawn)	-9.3	6.0	0.2	-1.6	4.3	-3.5	5.7	1.3	14.5
CC1CCc2nc(NC(=O)CN3CCN(c4ccc(F)cc4)CC3)sc2C1 (stereo not drawn)	6.1	1.7	-0.6	4.9	-1.5	0.7	-2.8	0.8	7.2
CC(Nc1nc(-c2cccnc2)nc2ccccc12)c1ccc(F)cc1 (stereo not drawn)	-9.8	-3.4	-6.4	-6.3	-9.9	4.2	-3.9	-6.1	-1.3
Cc1ccc(-c2ocnc2C(=O)N2CCN(C(=O)c3cccs3)CC2)cc1	-1.0	3.9	-3.3	4.1	-4.1	1.1	2.2	0.9	1.1
CCCCn1c(N)c(N(CCC(C)C)C(=O)C(C)N2C(=O)c3ccccc3C2=O)c(=O)[nH]c1=O (stereo not drawn)	-7.7	-10.8	0.5	-22.5	0.6	3.7	-3.5	-1.6	-2.2
O=C(NN=C1CCC(=NNC(=O)c2cccnc2)CC1)c1cccnc1	6.4	10.9	-0.8	7.9	4.8	-0.5	1.4	-11.4	0.2
CCOC(=O)N/N=C(\C)c1cccs1	2.5	-2.0	-1.9	0.5	0.3	4.2	1.0	-1.0	9.1
Cc1cccc(C(=O)Nc2cccc(C(=O)N3CCOCC3)c2)c1	8.6	1.2	2.1	3.1	-2.6	-0.4	-1.5	-2.5	6.3
The listing continues:
SMILES	GSTO1 counter	Bcl-xL primary	Fam108B counter	MCL1 BIM primary	PME-1 primary	TPT1 inhibitor	PAD4 inh	MEX-5 binding	GLD-1 RNA inh
CCN(CC)CCNC(=O)CS(=O)Cc1nc(-c2ccc(C)cc2)oc1C (stereo not drawn)	-5.9	3.2	-2.5	7.2	-5.9	-1.8	3.8	0.5	9.6
CCNCC(=O)N1c2ccccc2CCc2ccc(NC(=O)OCC)cc21	-2.2	2.3	2.7	4.7	1.7	0.5	3.3	2.4	6.7
C=CCOC(=O)C1=C(C)Nc2nnnn2C1c1cc(OC)ccc1OC (stereo not drawn)	4.2	-1.6	4.7	-1.2	-2.5	-2.1	-0.2	-1.5	-3.8
Cc1ccc(S(=O)(=O)N2CCN(C(=O)c3n[nH]c4ccccc34)CC2)cc1	/	4.5	/	3.8	3.3	/	5.4	/	7.7
Cc1nnc(NC(=O)C(C)Sc2nnc(CNC(=O)c3ccccc3F)n2C)s1 (stereo not drawn)	-4.6	-0.9	0.1	-6.5	5.2	-2.2	-2.3	1.8	2.2
Cc1ccc(S(=O)(=O)NNC(=S)NC(C)(C)C)cc1	7.9	5.1	-0.5	6.3	-0.9	-1.0	-0.5	0.6	-0.9
Cc1ccc(/C=C/C(=O)c2ccc([N+](=O)[O-])o2)cc1	31.6	-1.6	5.2	2.2	7.8	0.8	-3.4	0.1	5.4
Cc1ccc(C(=O)N2CCC(n3nccc3NC(=O)C3CCOC3)CC2)cc1 (stereo not drawn)	1.1	1.8	-6.6	-0.7	-2.4	1.0	-5.8	2.4	-2.5
CC(=O)C1=C(O)CCC1=NCCc1ccccc1	3.7	6.3	1.0	9.7	-3.5	-0.5	-6.4	0.4	6.5
O=C(Nc1ccc(NC(=O)C2CCCCC2)nc1)c1ccco1	1.7	6.9	-0.8	5.8	2.8	-4.0	0.3	-1.2	7.4
CC(=O)c1c(C)[nH]c(C(=O)CN2CCN(S(=O)(=O)c3ccc(C(C)C)cc3)CC2)c1C	/	4.4	/	8.5	5.2	/	8.4	/	-1.6
CN(Cc1ccccc1)Cc1ccccc1F	-5.2	3.5	-0.2	0.7	2.4	2.1	-3.9	-1.0	-2.9
